# Screens (PubChem)
# hIAP inh = human IAP inhibition; purified IAP, CDP-Star luminescence, 30 min; P09923; inhibition, % at 10 µM; 330,000 tested, 0.12% active;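 active = inhibition reaching a set limit with compound at 10 µM in the primary screen, cut at about 35% in these data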;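 also: plate controls were DMSO wells with enzyme for no effect and no-enzyme buffer wells for full effect; values of inactives mirror those of a sister screen read the other way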
# Target sequence (P09923 whole entry, looked up): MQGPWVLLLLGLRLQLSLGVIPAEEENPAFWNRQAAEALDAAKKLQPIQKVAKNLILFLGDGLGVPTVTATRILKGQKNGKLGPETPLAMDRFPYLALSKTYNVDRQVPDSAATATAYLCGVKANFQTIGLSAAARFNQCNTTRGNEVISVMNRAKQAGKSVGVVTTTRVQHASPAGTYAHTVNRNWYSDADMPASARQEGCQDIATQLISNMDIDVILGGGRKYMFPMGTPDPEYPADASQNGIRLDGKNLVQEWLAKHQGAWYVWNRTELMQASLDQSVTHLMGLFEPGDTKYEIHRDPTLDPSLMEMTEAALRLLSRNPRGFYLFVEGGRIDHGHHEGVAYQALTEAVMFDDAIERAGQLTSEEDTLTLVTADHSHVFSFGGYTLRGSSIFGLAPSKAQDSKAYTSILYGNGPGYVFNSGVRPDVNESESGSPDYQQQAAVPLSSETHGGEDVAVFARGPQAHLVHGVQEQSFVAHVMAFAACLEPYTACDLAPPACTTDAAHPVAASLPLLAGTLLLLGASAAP
# tim10-1 inh = growth inhibitors of tim10-1 mutant yeast | S. cerevisiae tim10-1 ts strain growth, BacTiter-Glo, 24 h | inhibition, % at 20 µM | 330,000 tested, 2.2% active;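 active = inhibition of at least 40%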;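 also: mutant grown at 25 °C; 0% = DMSO wells with yeast and 100% = wells holding no yeast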
# mIAP activ = mouse IAP activation. activation factor at 10 µM. AID 2805. muIAP, CDP-Star luminescence, 30 min; hits give high values; 1 = vehicle-only enzyme signal, 0 = enzyme-free wells. 330,000 tested, 0.24% active;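 active = activation factor of at least 2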; also: the source names both 10 and 20 µM as test concentration; values of inactives mirror those of a sister screen read the other way
#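 Assay system: mouse IAP enzyme / Compound: DMSO-dissolved test compounds / Timing: 30 min, room temperature / Measured by: luminescence from enzymatic CDP-Star hydrolysis / Control set: DMSO-only wells, enzyme-free buffer wells as negative control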
# A3G deaminase = blocks human APOBEC3G single-stranded DNA deamination | recombinant A3G, ssDNA deamination FAM/TAMRA fluorescence | inhibition, % at 20 µM | 330,000 tested, 0.28% active | AID 493012;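 active = inhibition of at least 40% at 20 µM, with no more than 30% in the related APOBEC3A deaminase screen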;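 also: plate controls were DMSO wells with A3G for no effect and wells lacking A3G enzyme for full effect; some compounds called inactive have numbers as strong as hits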
# Target sequence (Q9HC16 whole entry, looked up): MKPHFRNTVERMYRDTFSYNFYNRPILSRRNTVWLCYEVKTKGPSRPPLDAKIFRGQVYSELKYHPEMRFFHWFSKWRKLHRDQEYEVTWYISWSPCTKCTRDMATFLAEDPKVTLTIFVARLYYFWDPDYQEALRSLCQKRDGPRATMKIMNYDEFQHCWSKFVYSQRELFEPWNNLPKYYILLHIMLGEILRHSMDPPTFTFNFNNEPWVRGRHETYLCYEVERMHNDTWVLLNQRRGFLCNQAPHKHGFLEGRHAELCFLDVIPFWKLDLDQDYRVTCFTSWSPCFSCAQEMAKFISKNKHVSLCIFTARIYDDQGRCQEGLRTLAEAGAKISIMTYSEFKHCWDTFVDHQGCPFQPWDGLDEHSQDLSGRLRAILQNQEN
# TIM10 inh = TIM10 yeast growth inhibition. 330,000 tested, 1.4% active. S. cerevisiae TIM10 strain growth, BacTiter-Glo luminescence, 24 h. AID 463195. inhibition, % at 10 µM;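 active = inhibition of 40% or more at the single tested concentration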;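 also: wild-type TIM10 isogenic control strain grown at permissive 25 °C; 0% = DMSO yeast wells and 100% = minimal medium wells without yeast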
# NLRP3 yeast inh = NALP3 inhibition in yeast; Yeast reconstituted NLRP3/ASC/caspase-1, beta-gal luminescence, 24 h; inhibition, % at 10 µM; 330,000 tested, 0.39% active; AID 2825;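 active = inhibition of 50% or more; inactive = inhibition below 50%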;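 also: plate controls were induced DMSO wells for no effect and uninduced yeast grown without galactose for full effect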
# APOBEC3A inh = inhibitors of human APOBEC3A DNA deaminase; P31941; recombinant A3A, FAM/TAMRA ssDNA deamination fluorescence; inhibition, % at 20 µM; 330,000 tested, 0.41% active;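 active = at least 40% inhibition at 20 µM here, with at most 30% in a related deaminase screen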;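 also: plate controls were A3A with DMSO for no effect and wells lacking A3A enzyme for full effect; some results filed as inactive read as strong as hits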
# mIAP inh = blocks mouse intestinal alkaline phosphatase. purified mouse IAP, CDP-Star luminescence, 30 min. inhibition, % at 10 µM. 330,000 tested, 0.2% active. AID 2806;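 active = inhibition of at least 40% at 10 µM in the primary screen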;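 also: plate controls were DMSO with enzyme for no effect and no enzyme wells for full effect; values of inactives mirror those of a sister screen read the other way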
# beta cell repl = induces beta-cell replication in MIN6 cells; proliferation, % at 10 µM; MIN6 cells proliferation, ATPlite luminescence, 48 h; cells starved in 0.2% serum; 100% = growth in 10% serum; 330,000 tested, 0.29% active;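 active = compounds whose signal lies at least 3.5 SD above the mean of all wells on their plate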;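 also: 0% = DMSO-treated cells in low-serum medium and 100% = 10% serum control; some compounds called inactive have numbers as strong as hits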
# * = called active by the depositor; nt = not tested or not shown.
SMILES,hIAP inh,tim10-1 inh,mIAP activ,A3G deaminase,TIM10 inh,NLRP3 yeast inh,APOBEC3A inh,mIAP inh,beta cell repl
C/C(=N/NC(=O)c1cc(-c2ccccc2)nc2c(Cl)cccc12)c1cccnc1,-1,14,0.87,-5,6,17,-1,13,-3
COC(=O)c1ccccc1NC(=S)N1CCOCC1,12,10,0.92,-6,-1,-5,-8,8,-1
CCOC(=O)c1cnc(Nc2nc3ccccc3o2)nc1CSC(=S)N1CCCCC1,-24,9,0.86,-4,-6,24,-2,14,-6
Oc1ccc(Cl)cc1CNCC1CCCO1 (stereo not given),4,13,0.84,-4,-11,6,-3,16,3
N#Cc1nc(Cl)c(Cl)c(NN)c1Cl,-10,25,0.9,-5,12,17,-2,10,-1
c1ccc(-c2nnc(CN3CCCc4ccccc43)o2)cc1,5,-3,0.96,-4,2,15,-6,4,1
Cc1ccc(-n2c(CNc3ccc(F)cc3)nnc2SCC(=O)N2CCCC2)cc1,-6,20,1.1,-3,-3,12,-1,-5,-2
COc1cc2c(cc1OC)[C@@H](NC(=O)COc1ccccc1)[C@H](OCc1ccccc1)C2,nt,10,1.1,3,0,nt,4,-6,nt
CC(=O)Nc1ccc(SCC(=O)c2cc(C)n(-c3ccccc3F)c2C)cc1,-17,24,1.1,-7,37,24,-9,-14,-3
CCN1C(=O)c2cccc3c(S(=O)(=O)Nc4ccccc4O)ccc1c23,21,-2,0.9,-8,4,43,-1,10,-4
CC(=O)c1ccc(S(=O)(=O)Nc2ccc(-c3ccc4nncn4n3)cc2)cc1,-2,4,1,0,-4,26,5,-4,-3
CC1CN(C(=S)Nc2cccc(Cl)c2)CC(C)O1 (stereo not given),-4,9,1.1,-6,1,17,-5,-8,1
COc1cccc(-c2n[nH]c3c2CCC3)c1,-16,12,0.92,-1,25,4,2,8,-2
C[C@@H]1[C@@H](Sc2ccccc2)CC(=O)O[C@@H]1c1ccc(-c2ccccc2)cc1,5,23,1.1,-11,0,9,-8,-12,-9
COc1ccc(NS(=O)(=O)c2cc([N+](=O)[O-])ccc2NN=Cc2ccccc2OCC(=O)O)cc1,6,10,0.9,-1,20,23,2,10,-4
Cc1cc(C)cc(OCC(=O)Nc2ccc(-n3cnnn3)cc2)c1,3,0,1,2,-1,17,1,0,0
Cc1cc(C)nc(NC(=NCCc2c[nH]c3ccccc23)NC(=O)Nc2ccc(Cl)cc2)n1,3,14,1.2,-2,6,10,4,-20,-3
COc1cc(OC)c(C(=O)Nc2ccncc2)cc1OC,6,9,1.1,2,-2,18,-5,-6,-4
CC1CCCCC1NC(=O)COC(=O)c1ccc(N(C)C)cc1 (stereo not given),6,6,1,5,-7,30,11,-2,1
COc1ccc(CNC(=O)[C@@H](NC(=O)C2CCN(S(=O)(=O)c3ccccc3)CC2)C(C)C)cc1,23,19,1,-6,-2,-23,-4,0,0
CN(CC(=O)Nc1cccc(F)c1)C(=O)COc1cccc2c1OC(C)(C)C2,2,9,1.1,-6,-5,5,1,-6,0
Cc1cc(N2CCCC2)nc2ccc(NC(=S)NCCCN3CCC(C)CC3)cc12,-9,-10,1.1,0,-33,7,2,-7,-6
CC(=O)C1=C(NC(=O)c2ccc(C(F)(F)F)cc2)C[C@@H]2[C@H]1C2(C)C,11,-4,0.93,0,-5,21,2,7,5
CCC(=O)Nc1c2c(nn1-c1cccc(Cl)c1)CS(=O)(=O)C2,17,18,1,-7,-2,14,-5,0,-2
CCCCNC(=O)Cn1c(-c2ccc(OC)cc2)noc1=O,-5,-6,0.9,-3,12,7,-2,10,-1
COc1ccc(C(O)c2nccn2Cc2ccccc2)cc1OC (stereo not given),-2,19,0.95,-4,23,-9,-3,5,-2
CC(C)(C)C(Cn1ccnc1)NC(=O)c1ccc2nc(C3CC3)oc2c1 (stereo not given),-29,-62,1,-6,-152,10,-1,0,0
Cc1cc(NC(=O)CSc2nccn2-c2cccc(F)c2)no1,-16,0,0.9,-7,-13,4,-2,10,1
O=[N+]([O-])c1c(N2CCN(CCO)CC2)nc2ccccn12,-4,20,1,-3,-9,10,-3,-1,1
O=C(O)c1ccccc1C(=O)NCc1c(Cl)cccc1Sc1ccc(Cl)cc1,-4,9,0.99,-11,-20,3,-5,1,-1
CCn1c(SCC(=O)NC2=NCCS2)nnc1C(C)NC(=O)c1ccccc1Br (stereo not given),3,4,0.97,-8,-3,10,-2,3,2
CC(C)c1nnc(NC(=O)CCC(=O)NC2CCCc3ccccc32)s1 (stereo not given),4,14,1,-10,7,12,-1,-3,-2
C[C@H](NC(=O)CCCOc1ccc(Cl)cc1Cl)c1nnc2ccccn12,-13,16,1,-7,-11,16,-5,0,9
Cc1ccc2c(c1)N(CC(=O)NCc1cccnc1)C(=O)CO2,17,-8,0.89,0,-4,9,4,11,-2
CC(=O)c1ccc(C(=O)N2CCc3c([nH]c4ccccc34)C2c2ccccn2)s1 (stereo not given),19,18,0.9,-5,9,21,1,10,0
CCCCNCCOCCSc1ccc(Cl)cc1,2,-12,0.98,-5,0,25,-2,2,-4
COc1cc(COCC(O)CN2C(C)CCCC2C)cc(OC)c1OC (stereo not given),-1,3,0.93,-9,-8,11,-6,7,-1
Cc1cc(NC(=O)c2n[nH]c(=O)c3ccccc23)ccc1Br,-4,-1,0.96,-6,-2,-8,1,4,-2
CC(NC(=O)COc1ccc([N+](=O)[O-])cc1)c1ccccc1 (stereo not given),-5,10,0.98,-2,3,22,4,2,-2
O=C(Nc1cc(C(F)(F)F)ccc1N1CCOCC1)c1n[nH]c(=O)c2ccccc12,-13,14,0.92,-7,13,1,-5,8,-1
c1ccc(OCc2nn3c(-c4ccco4)nnc3s2)cc1,-49,34,0.95,-8,4,25,1,5,-1
O=C(NCCC1=CCCCC1)c1cc2c(s1)CS(=O)(=O)C2,15,2,1,-5,-1,11,0,0,-2
CCN1CCN(C(=O)c2cc(S(=O)(=O)N3CC(C)CC(C)C3)ccc2Cl)CC1 (stereo not given),6,-17,0.94,-12,-8,6,-3,6,6
O=C(COc1ccccc1Br)N1CCN(C(=O)c2cccs2)CC1,1,17,1,-11,8,2,-4,0,1
CC(C)c1ccc(N2C(=O)CC(Sc3ncccn3)C2=O)cc1 (stereo not given),12,12,0.93,-6,-3,24,-4,7,-2
CCc1ccc(C(=O)COC(=O)c2nn(C)c(=O)c3ccccc23)cc1,-15,10,1,7,13,28,-5,-2,-2
Cn1nc(C(F)(F)F)cc1Oc1ncc(C(F)(F)F)cc1Cl,0,4,1,-4,5,17,1,-2,0
O=C(COc1ccc([N+](=O)[O-])cc1)NCc1ccccc1,7,15,1,-2,21,-6,-1,-1,6
O=C(NNC(=O)C1CC=CCC1C(=O)O)c1ccc(Cl)cc1 (stereo not given),18,-8,0.98,-4,0,4,-1,2,-2
Cc1nc2ccc(C(=O)N3CCN(Cc4ccccc4)CC3)cc2[nH]1,10,20,1,-4,-2,9,1,0,-5
CCOC(=O)c1c(Cl)c(C)nn1-c1nc(OC)cc(OC)n1,-1,21,0.99,-6,-5,22,-5,1,3
O=C(NC(=S)N1CCN(c2ccc(F)cc2)CC1)C12CC3CC(CC(C3)C1)C2,-7,13,1.1,1,-8,20,2,-5,-1
Cc1ccc(-c2n[nH]c(=S)n2/N=C/c2cccs2)cc1,-27,30,1.1,17,52*,32,-9,-5,-1
O=C(Nc1ccc(F)cc1)c1cccnc1N1CCCCC1,3,29,1,-7,-22,2,-1,0,-2
O=C(NCCCCc1ccccc1)Nc1ccc(F)cc1,2,10,1.4,-4,0,23,-2,-42,-3
CC(C)CCN1CCN(C2CCN(c3ccc4c(c3)OCO4)CC2)CC1CCO (stereo not given),-4,9,1,-4,-15,9,-2,-2,2
Cc1cc(C(=O)CN2C(=O)c3ccccc3S2(=O)=O)c(C)n1C(C)C,-5,18,0.98,-11,12,15,-5,2,-6
Cc1cc(NC(=O)CN(C)CC(=O)Nc2ccc(Cl)c(C(F)(F)F)c2)no1,-53,4,1.1,1,7,18,4,-5,-4
CC1CCN(C(=O)Cn2cc([N+](=O)[O-])ccc2=O)c2ccccc2S1 (stereo not given),-7,9,0.99,-4,3,25,0,1,-2
Cn1c(=O)cc(SCC(=O)NCCC2=CCCCC2)c2ccc(Cl)cc21,0,16,0.99,-8,20,14,-3,1,-1

# Later entries
SMILES,hIAP inh,tim10-1 inh,mIAP activ,A3G deaminase,TIM10 inh,NLRP3 yeast inh,APOBEC3A inh,mIAP inh,beta cell repl
Cc1ccccc1Cn1cnc2c([N+](=O)[O-])c(C)c(C)cc21,-29,36,1.1,1,20,11,1,-13,3
Cc1ccccc1CN1CCN(C(=O)c2ccco2)CC1,6,-10,1,-8,4,13,-2,-2,5
Cc1ccccc1Nc1nc(N)nc(CSc2ccc(F)cc2)n1,2,15,1,-8,20,11,-2,-2,-2
Cc1ccc(-n2c(SCC(=O)N3CCOCC3)nnc2-c2cccnc2)cc1C,6,8,1.1,3,1,5,2,-6,-3
CN1CCc2c(sc(NC(=O)C3CCCCC3)c2C(N)=O)C1,3,-19,1.3,-7,2,5,-5,-34,3
C=CCNC(=S)NNC(=O)c1ccc(Br)o1,-49,13,0.93,-4,-6,17,-5,7,0
COc1ccc(N(CC(=O)N/N=C/c2ccccc2OC)S(=O)(=O)c2ccccc2)cc1,16,6,0.95,-6,0,9,-1,5,2
CC(C)(C)OC(=O)C[C@@H]1C/C=C\C[C@H](CC(=O)N[C@@H](CO)Cc2ccccc2)C(=O)N[C@H](C(C)(C)C)COC1=O,2,-10,1.1,-8,-5,16,-1,-5,4
COC(=O)c1ccc(/C=N/n2c(C)nc3ccccc3c2=O)cc1,18,-9,1,-6,12,16,-5,-2,6
CCCCn1c(SCC(=O)c2ccc3c(c2)OCCO3)nnc1-c1ccoc1C,22,30,0.99,-3,28,5,-2,1,0
CCOc1ccc(NC(=S)N(CCN2CCOCC2)Cc2ccc3c(c2)CCCN3CC)cc1,0,9,0.94,-2,12,-3,2,6,-4
CC(C)[C@H](NC(=O)C1CC(=O)N(c2ccc(F)cc2)C1)C(=O)N1CCCCC1 (stereo not given in full),0,-2,1.1,-5,3,4,-2,-10,-1
COc1ccccc1N1CCN(Cc2nc3ccccc3[nH]2)CC1,-6,27,0.97,15,3,21,-5,3,-1
Cc1ccc(C)c(C(=O)C(C)OC(=O)CN2C(=O)NC3(CC(C)CC(C)(C)C3)C2=O)c1 (stereo not given),12,16,1,-3,10,16,-3,-1,-3
C=CCNC(=S)NNC(=O)COc1ccc(Cl)cc1Cl,-96,15,1.1,-9,18,7,-3,-13,-1
Cc1ccc(C)c(SCC(=O)Nc2ccc(C)c(S(=O)(=O)N3CCOCC3)c2)c1,13,8,1.4,-7,-6,0,-3,-43,-4
